PAFAH1B2 inh: PAFAH1B2 (human) inhibition; P68402; recombinant PAFAH1B2, FP-rhodamine activity probe, fluorescence polarization; inhibition, % at 3.39 µM; 340,000 compounds, 1.2% hits; AID 492953;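 active = inhibition above the mean of all tested compounds plus 3 SD, cut at about 24% in these data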;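 note: 0% = enzyme with DMSO and 100% = wells lacking PAFAH1B2; many of its hits are not listed in these tables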
PREPL inh: human PREPL enzyme inhibition. 320,000 compounds, 0.68% hits. Q4J6C6. recombinant PREPL, fluorescence polarization activity-based probe. AID 2751. inhibition, % at 5.96 µM; in the data active = inhibition above about 43%;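 note: 0% = enzyme with DMSO and 100% = wells lacking enzyme; many of its hits are not listed in these tables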
PAD4 FP inh: blocks human protein arginine deiminase 4; recombinant PAD4, RCA probe fluorescence polarization; Q9UM07; inhibition, % at 6.36 µM; 330,000 compounds, 0.41% hits;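 active = percent inhibition above a cutoff equal to the mean of all tested compounds plus 3 SD, cut at about 15% in these data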;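 note: 0% = PAD4 with RCA probe and DMSO and 100% = probe without PAD4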
PAFAH1B3 inh: PAFAH1B3 (human) inhibition; inhibition, % at 3.39 µM; recombinant PAFAH1B3, FP-rhodamine probe, fluorescence polarization; AID 492972; 340,000 compounds, 0.28% hits; Q15102;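 active = inhibition above the screen-wide average of all tested compounds plus 3 SD, cut at about 25% in these data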;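 note: 0% = enzyme with DMSO only and 100% = wells lacking PAFAH1B3 protein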
Target sequence (Q15102 whole entry, looked up): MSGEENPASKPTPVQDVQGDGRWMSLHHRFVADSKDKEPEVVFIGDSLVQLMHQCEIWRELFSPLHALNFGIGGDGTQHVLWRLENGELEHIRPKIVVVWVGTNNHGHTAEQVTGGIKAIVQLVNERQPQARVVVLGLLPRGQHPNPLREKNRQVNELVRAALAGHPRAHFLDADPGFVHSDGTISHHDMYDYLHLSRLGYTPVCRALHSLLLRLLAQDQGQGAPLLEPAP
LYPLA2 counter: blocks human lysophospholipase 2, a PME1 counter-screen; O95372; recombinant LYPLA2, FP-Rh probe fluorescence polarization; inhibition, % at 5.9 µM; 320,000 compounds, 0.38% hits; AID 2177;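 active = inhibition above the screen-wide mean plus 3 SD, limit set per campaign, cut at about 26% in these data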;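 note: 0% = LYPLA2 with DMSO and 100% = wells lacking LYPLA2 enzyme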
Target sequence (O95372 whole entry, looked up): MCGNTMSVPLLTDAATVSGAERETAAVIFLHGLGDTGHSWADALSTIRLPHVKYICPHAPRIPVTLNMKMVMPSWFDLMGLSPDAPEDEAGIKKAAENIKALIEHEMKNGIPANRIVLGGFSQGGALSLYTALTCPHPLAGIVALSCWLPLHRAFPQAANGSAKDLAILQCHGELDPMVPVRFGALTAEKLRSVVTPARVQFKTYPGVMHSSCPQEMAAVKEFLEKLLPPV
pPAFAH FP inh: inhibitors of human plasma PAF acetylhydrolase (pPAFAH); Q13093; recombinant pPAFAH, FP-rhodamine probe fluorescence polarization; inhibition, % at 3.39 µM; 330,000 compounds, 1.5% hits;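 active = inhibition above the mean inhibition across the screen plus 3 SD, cut at about 25% in these data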;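 note: inhibitors block binding of the rhodamine activity-based probe so polarization drops; 0% = enzyme with DMSO and 100% = wells lacking pPAFAH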
GSTO1 inh: GSTO1 inhibition, counter-screen for RBBP9 inhibitors; recombinant GSTO1, activity-based probe fluorescence polarization; inhibition, % at 5.96 µM; 300,000 compounds, 1.1% hits;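 active = inhibition above the campaign mean inhibition plus 3 SD, cut at about 35% in these data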;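 note: 0% = GSTO1-1 with DMSO and 100% = wells lacking GSTO1-1 enzyme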
LYPLA1 counter: LYPLA1 (human) inhibition in PME1 counter-screen; O75608; recombinant LYPLA1, FP-Rh probe fluorescence polarization; 320,000 compounds, 0.16% hits; inhibition, % at 5.9 µM;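 active = inhibition above the mean of all tested compounds plus 3 SD, set per campaign, cut at about 14% in these data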;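 note: inhibitors block serine hydrolase probe labeling of LYPLA1 so polarization falls; 0% = enzyme with DMSO and 100% = wells lacking LYPLA1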
Target sequence (O75608 whole entry, looked up): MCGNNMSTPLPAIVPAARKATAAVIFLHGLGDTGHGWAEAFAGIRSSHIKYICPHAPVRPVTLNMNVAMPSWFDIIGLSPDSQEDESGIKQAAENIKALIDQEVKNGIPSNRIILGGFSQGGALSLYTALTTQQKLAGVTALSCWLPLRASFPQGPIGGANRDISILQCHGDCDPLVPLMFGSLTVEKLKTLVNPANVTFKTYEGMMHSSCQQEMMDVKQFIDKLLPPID
PME-1 primary: blocks human protein phosphatase methylesterase 1. Q9Y570. recombinant PME-1, FP-Rh probe fluorescence polarization. inhibition, % at 5.9 µM. 320,000 compounds, 0.53% hits. AID 2130;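 active = inhibition above the campaign mean of all compounds plus 3 SD, cut at about 26% in these data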;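 note: competitive labeling of PME-1 active site by serine hydrolase directed probe; 0% = PME-1 with DMSO and 100% = wells lacking PME-1 enzyme; inhibitors block probe labeling so polarization falls and inhibition rises; many of its hits are not listed in these tables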
Target sequence (Q9Y570 whole entry, looked up): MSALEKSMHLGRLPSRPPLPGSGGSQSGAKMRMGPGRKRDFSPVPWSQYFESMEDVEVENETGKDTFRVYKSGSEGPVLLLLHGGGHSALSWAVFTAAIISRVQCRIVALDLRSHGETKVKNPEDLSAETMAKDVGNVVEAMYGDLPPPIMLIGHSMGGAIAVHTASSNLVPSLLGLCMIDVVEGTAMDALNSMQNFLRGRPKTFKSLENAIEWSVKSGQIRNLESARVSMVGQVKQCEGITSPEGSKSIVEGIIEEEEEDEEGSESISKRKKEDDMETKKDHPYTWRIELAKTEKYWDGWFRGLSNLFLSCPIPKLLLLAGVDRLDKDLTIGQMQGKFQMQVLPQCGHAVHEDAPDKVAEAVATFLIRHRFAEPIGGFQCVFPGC
Numbers without * were called inactive; / = no result given. These rows are one share of the data. The share of hits here may be higher or lower than overall.

Below each compound – PAFAH1B2 inh, PREPL inh, PAD4 FP inh, PAFAH1B3 inh, LYPLA2 counter, pPAFAH FP inh, GSTO1 inh, LYPLA1 counter, PME-1 primary
Cc1ccc(S(=O)(=O)NCC(=O)NCC(=O)NC(C)c2ccccc2Br)cc1C (stereo unspecified)
 : 6, -7, -2, 0, 0, 7, 2, -3, -1
O=C(NCc1cccnc1)c1cccc(-c2cc3ccccc3oc2=O)c1
 : 1, -21, 5, 10, 3, 1, -4, -2, -3
CCN(c1ccccc1)S(=O)(=O)c1cc(C(=O)O)ccc1C
 : 53*, -1, -2, 16, 3, 15, 12, -1, -3
Cc1nnc(N/N=C/c2ccccc2C(F)(F)F)n1N
 : 3, -1, 18*, -5, 1, 4, 3, 0, -1
CCOC(=O)C1C(O)=CC(=O)CC1c1ccccc1 (stereo unspecified)
 : 2, 11, 5, 12, 6, -1, 10, 0, -8
CC1(c2ccccc2)NC(=O)N(CC#N)C1=O (stereo unspecified)
 : 3, 2, 4, 7, 2, -3, 4, 3, -4
CCN(CC(=O)Nc1ccc2c(c1)OCCO2)CC(=O)Nc1ccccc1C(F)(F)F
 : 4, 4, -2, 13, /, 3, /, /, /
CC(C)(C#CC(O)(c1ccccc1)c1ccccc1)N1CCCC1
 : 4, 6, -4, 4, 4, -2, 7, 5, 0
CC(=O)N1CCC2(CC1)C(C#N)=C(N)Oc1c2sc2nc(C)cc(C)c12
 : 5, 3, 0, -7, 3, 8, 0, 4, -25
CCC1(CC)NC(=O)N(CC(=O)OCC(=O)Nc2sccc2C#N)C1=O
 : 0, 3, -4, 3, 1, 8, 5, -2, -1
Cc1cc2c(c(=O)o1)C(CCC1CCCCC1)C(C#N)=C(N)O2 (stereo unspecified)
 : /, 4, -8, /, -6, 8, -16, 0, -9
CCOC(=O)c1cnc(-c2ccccc2)nc1N1CC(C)OC(C)C1 (stereo unspecified)
 : 0, 0, -5, 0, 0, 6, -2, 2, 5
CSc1nc(N)c(C(=O)Nc2ccc([N+](=O)[O-])cc2)s1
 : 3, 20, -8, 13, 4, 8, 0, 5, 11
CCn1c(SCC(=O)NC2CCCCC2)nc2c(c1=O)SC(C)C2 (stereo unspecified)
 : -1, 6, 0, -1, -2, 0, -1, -1, 1
CCCOc1ccc(N2C(=O)CC(N(CCc3ccc(OC)c(OC)c3)C(=O)c3ccccc3)C2=O)cc1 (stereo unspecified)
 : 10, -7, -2, 8, 1, 6, -4, 2, 0
CCCCCOC(=O)Cn1c(=O)oc2ccccc21
 : 7, 6, 3, 0, 1, 8, 6, -2, -6
C=CCSc1nc2nc(C)cc(C)n2n1
 : 1, -6, 0, 0, 0, 1, -1, -2, 3
NC(=O)CCCn1c(C(=O)c2ccc(Cl)cc2)c2ccc(C(F)(F)F)cc2[n+]1[O-]
 : -7, 5, -5, -2, 5, 8, 12, 3, 2
C=CCn1c(-c2ccccc2[N+](=O)[O-])n[nH]c1=S
 : 4, -7, -6, 2, 0, -1, 2, 1, -4
CN(C)c1ccc(C=NCCC2(c3ccccc3)CCOC(C)(C)C2)cc1 (stereo unspecified)
 : -2, -1, -3, 2, 9, 5, 8, 4, 0
O=C(CC1SC(=Nc2ccccc2)N(Cc2ccccn2)C1=O)Nc1ccc(Br)cc1 (stereo unspecified)
 : -4, 16, -1, -14, -26, 2, -2, -22, -8
O=C(Nc1ccccc1N1CCCCC1)C1CCN(S(=O)(=O)c2cccc(C(F)(F)F)c2)CC1
 : 2, -3, 1, -2, -1, 3, 8, -5, -5
CC(=O)Nc1ccc(S(=O)(=O)Oc2cccc(N3C(=O)C4CC=CCC4C3=O)c2)cc1 (stereo unspecified)
 : 4, 16, -2, 6, -4, -2, -21, 1, 3
CC(=O)c1cccc(NC(=O)c2ccc3c(c2)CCCC3)c1
 : 4, 3, -4, -1, -11, -6, 5, -6, -10
N#CCCn1c(C2CCCCC2)nc2ccccc21
 : 1, 11, -3, -3, 7, -1, -9, 4, 4
CCC(CO)Nc1ncc([N+](=O)[O-])cc1C#N (stereo unspecified)
 : 3, -9, -1, 6, -15, 3, 5, 0, -3
O=C(NC1CCCCC1)C(c1ccncc1)N(C(=O)Cc1cccs1)c1ccccc1 (stereo unspecified)
 : 3, -1, -2, 7, 2, -3, 5, -3, -2
Cc1[nH]n(-c2ccccc2)c(=O)c1C(C[N+](=O)[O-])c1ccc(F)cc1 (stereo unspecified)
 : 9, 9, 14, -9, 0, 4, 59*, 0, 5
CC(C)N=C1NN=C(c2cccs2)C(CC(=O)O)S1 (stereo unspecified)
 : -3, 0, -9, 2, 2, 1, 4, 4, -2
O=C(Nc1ccc2c(c1)OCO2)c1c[nH]c(=O)n(-c2ccc(F)cc2)c1=O
 : -1, 17, -8, -1, 7, 8, -4, -2, 1
CCN1CCc2c(C#N)c(N3CCOCC3)nc(NCCO)c2C1
 : 2, 23, -8, -3, -5, 0, -1, 0, -9
COc1ccc(-c2cc(C(=O)N3CCN(C(c4ccccc4)c4ccccc4)CC3)no2)cc1OC
 : -2, -1, -1, -6, -11, -5, -1, -4, -20
CCc1cccc(CC)c1NC(=O)CO/N=C(\C)c1cccs1
 : -5, -2, -3, 4, 1, 3, -5, 2, 1
Cc1nnc(SCC(=O)NC2CC2)n1CC1CCCO1 (stereo unspecified)
 : 5, 14, 2, 3, 1, 7, -1, 1, 4
Cc1ccc(C)c(OCC(=O)Nc2cc(C(=O)O)cc(C(=O)O)c2)c1
 : -7, 3, -6, 6, 4, 2, -1, 0, -1
CC(=O)Nc1ccc2nc(NC(=O)C(Cl)(Cl)Cl)sc2c1
 : 6, 7, -5, 6, -1, 3, -3, -2, 3
COC(=O)c1ccc(C2/C(=C(\O)c3ccc4c(c3)OCCO4)C(=O)C(=O)N2CCCN(C)C)cc1 (stereo unspecified)
 : 2, 3, 0, -2, -3, 3, 3, -9, -1
CC(OC(=O)c1cccc(-n2cnnn2)c1)C(=O)Nc1ccc(F)cc1Cl (stereo unspecified)
 : 2, -4, -1, 4, 3, 0, 1, 0, -8
CC(C(=O)OCC(=O)N1CCCCC1)N1C(=O)c2ccccc2C1=O (stereo unspecified)
 : 3, 4, -7, 3, /, 1, /, /, /
COC(=O)COc1ccc(S(=O)(=O)Nc2ccc(C(N)=O)cc2)cc1Cl
 : -2, 7, -5, 2, 0, 0, -2, -4, 0

Structures listed so far that contain bromine:
Below each compound – PAFAH1B2 inh, PREPL inh, PAD4 FP inh, PAFAH1B3 inh, LYPLA2 counter, pPAFAH FP inh, GSTO1 inh, LYPLA1 counter, PME-1 primary
Cc1ccc(S(=O)(=O)NCC(=O)NCC(=O)NC(C)c2ccccc2Br)cc1C (stereo unspecified)
 : 6, -7, -2, 0, 0, 7, 2, -3, -1
O=C(CC1SC(=Nc2ccccc2)N(Cc2ccccn2)C1=O)Nc1ccc(Br)cc1 (stereo unspecified)
 : -4, 16, -1, -14, -26, 2, -2, -22, -8

Later entries
Below each compound – PAFAH1B2 inh, PREPL inh, PAD4 FP inh, PAFAH1B3 inh, LYPLA2 counter, pPAFAH FP inh, GSTO1 inh, LYPLA1 counter, PME-1 primary
COC(=O)c1cccc(NC(=O)Cc2ccccc2[N+](=O)[O-])c1C
 : 1, 0, -1, 6, 4, -1, -5, -1, 0
O=C(NN1C(=O)c2ccccc2NC1c1ccccn1)c1ccc([N+](=O)[O-])cc1 (stereo unspecified)
 : 3, 4, 7, -1, -4, -1, 3, 1, -1
CCn1c(SCC(=O)Nc2ccc(N3CCOCC3)c(Cl)c2)nnc1-c1ccc(N)cc1
 : 3, 5, 0, 6, -2, 5, 4, -1, 3
CC(=O)c1cccc(N2C(=NC(=O)C(C)C)SC3CS(=O)(=O)CC32)c1 (stereo unspecified)
 : -1, 6, -3, 1, -7, -5, 0, 0, 2
CSC1=NCCN1C(=O)c1ccc(C)cc1
 : -1, 15, 4, 3, 12, -6, 15, 2, -1
CN1CCN(c2nc(-c3ccccc3)c3cc(Cl)ccc3n2)CC1
 : 2, 9, -4, -7, -2, 5, 18, 0, 0
CC(C)(C)OC(=O)NCCCCCNC(=O)c1nc[nH]c1C(=O)N1CCN(c2ccccc2)CC1
 : 0, 22, 3, -4, /, 0, /, /, /
O=C(/C=C/c1ccc(F)cc1)OCC(=O)c1ccc[nH]1
 : 5, 2, -4, 7, 7, 7, /, 0, 6
COc1ccc(NC(=O)COc2ccc(C)nc2[N+](=O)[O-])cc1S(N)(=O)=O
 : -2, 0, -4, -1, 5, 2, /, 2, 1
Cc1ccc2cc(CN(CC3CCCO3)S(=O)(=O)c3ccc4c(c3)OCCO4)c(=O)[nH]c2c1C (stereo unspecified)
 : 4, 13, -11, 11, -4, -4, 1, 2, 2
CCn1c(SCc2ccc([N+](=O)[O-])cc2)nnc1C(C)NC(=O)c1ccccc1Br (stereo unspecified)
 : 6, -6, 5, 11, 4, 4, 0, -1, -3
COc1ccccc1-n1c(C)c2c(OC)cccc(=O)c2c1C
 : 4, 24, 5, 5, -1, 13, 17, -2, 4
NC(=O)N/N=C\c1cccs1
 : /, 3, 0, /, -2, 3, 2, -1, 1
O=C(Nc1ccccc1)NC1(C(=O)NCCCN2CCOCC2)CCCCC1
 : 1, -2, 0, 3, -10, 1, -7, -2, 2
COc1ccccc1C(=O)Nc1nc2cc3c(cc2s1)OCO3
 : 5, 8, -2, 4, 3, -8, -4, 2, -62
CS(=O)(=O)c1ccc2nc(NC(=O)c3cccc(Cl)c3)sc2c1
 : 4, -3, 2, 9, 1, 4, -13, -1, 2
CCCn1c(/C=C/c2ccccc2)nc2ccccc21
 : -4, 4, -2, 6, -1, 15, -5, 0, 6
CCOC(=O)COc1ccc(S(=O)(=O)N2CCN(c3ccccc3F)CC2)cc1
 : -1, -45, 4, 2, 0, 6, 2, 0, 7
CC(C)(C)C1CCC(N2CCN(c3ccccc3)CC2)CC1 (stereo unspecified)
 : 2, -2, -3, 15, -3, -9, 6, -2, -8
CC(Sc1nncn1C)C(=O)Nc1ccc(S(N)(=O)=O)cc1 (stereo unspecified)
 : 4, 16, -2, 5, 12, 0, 10, -1, 1
CCOc1ccc(S(=O)(=O)N2CCC(C(=O)NC3CC3)CC2)cc1Cl
 : 2, -6, 2, 1, -4, 3, -1, 1, -4

Given field by field: entries from further up.
CC(C)(C)C1CCC(N2CCN(c3ccccc3)CC2)CC1 (stereo unspecified)
  PAFAH1B2 inh: 2; PREPL inh: -2; PAD4 FP inh: -3; PAFAH1B3 inh: 15; LYPLA2 counter: -3; pPAFAH FP inh: -9; GSTO1 inh: 6; LYPLA1 counter: -2; PME-1 primary: -8
Cc1ccc(S(=O)(=O)NCC(=O)NCC(=O)NC(C)c2ccccc2Br)cc1C (stereo unspecified)
  PAFAH1B2 inh: 6; PREPL inh: -7; PAD4 FP inh: -2; PAFAH1B3 inh: 0; LYPLA2 counter: 0; pPAFAH FP inh: 7; GSTO1 inh: 2; LYPLA1 counter: -3; PME-1 primary: -1
O=C(CC1SC(=Nc2ccccc2)N(Cc2ccccn2)C1=O)Nc1ccc(Br)cc1 (stereo unspecified)
  PAFAH1B2 inh: -4; PREPL inh: 16; PAD4 FP inh: -1; PAFAH1B3 inh: -14; LYPLA2 counter: -26; pPAFAH FP inh: 2; GSTO1 inh: -2; LYPLA1 counter: -22; PME-1 primary: -8
CC(=O)Nc1ccc2nc(NC(=O)C(Cl)(Cl)Cl)sc2c1
  PAFAH1B2 inh: 6; PREPL inh: 7; PAD4 FP inh: -5; PAFAH1B3 inh: 6; LYPLA2 counter: -1; pPAFAH FP inh: 3; GSTO1 inh: -3; LYPLA1 counter: -2; PME-1 primary: 3
